# GSIS activator: GLuc luminescence reporter in INS-1E cells, primary screen for activators of glucose-dependent secretion of insulin; INS-1E GLuc reporter insulin secretion, 2-3 h; hit rate 0.61% among 370,000; activation, % at 16.6 µM; AID 743287;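 active means lowest replicate activation of at least 40%, so every replicate reaches that level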;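 further: 0% = median of neutral control wells and 100% = median of IBMX positive control wells; some compounds called inactive have numbers as strong as hits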
# RAD54 branch: blocks human RAD54 Holliday junction branch migration; FAM/BHQ fluorescence; Q92698; hit rate 0.14% among 360,000; inhibition, % at 10.4 µM;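 active means mean normalized replicate activity at least 40 and at least half of replicates scoring 40 or more; inconclusive means only one of the two criteria met; inactive means mean below 40 and under half of replicates reaching 40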;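 further: 0% = median of neutral control wells and 100% = median of positive control wells; inhibitors cause a drop in the FAM fluorescence signal; in these data hits start at about 50%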
# Target sequence (Q92698 whole entry, looked up): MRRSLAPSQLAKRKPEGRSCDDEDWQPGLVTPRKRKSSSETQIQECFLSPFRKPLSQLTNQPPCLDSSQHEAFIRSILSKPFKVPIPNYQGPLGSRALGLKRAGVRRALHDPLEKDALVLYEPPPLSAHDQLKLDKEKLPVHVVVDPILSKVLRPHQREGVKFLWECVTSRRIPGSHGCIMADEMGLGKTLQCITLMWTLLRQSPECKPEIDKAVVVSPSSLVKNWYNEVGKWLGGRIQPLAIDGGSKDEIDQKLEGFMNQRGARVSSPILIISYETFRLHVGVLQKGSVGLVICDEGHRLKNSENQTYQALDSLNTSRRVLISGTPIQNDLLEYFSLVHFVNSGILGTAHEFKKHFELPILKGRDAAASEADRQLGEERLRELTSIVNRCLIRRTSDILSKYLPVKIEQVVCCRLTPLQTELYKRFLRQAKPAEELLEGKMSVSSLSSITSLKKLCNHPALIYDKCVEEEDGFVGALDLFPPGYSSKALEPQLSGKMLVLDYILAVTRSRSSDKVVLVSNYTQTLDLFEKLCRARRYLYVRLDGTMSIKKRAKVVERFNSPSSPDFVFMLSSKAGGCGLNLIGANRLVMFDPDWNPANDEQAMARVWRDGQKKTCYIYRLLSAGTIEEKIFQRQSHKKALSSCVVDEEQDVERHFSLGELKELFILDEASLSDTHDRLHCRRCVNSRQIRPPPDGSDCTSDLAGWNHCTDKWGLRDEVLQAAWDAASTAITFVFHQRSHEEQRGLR
# CASP6 VEID inh: blocks human caspase-6 cleavage activity | P55212 | purified caspase-6, Z-VEID-R110 cleavage fluorescence | AID 686996 | inhibition, % at 12.5 µM | hit rate 0.53% among 350,000;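 active means mean inhibition across replicates at least about 35%, with every replicate also reaching that limit, limit read from the data; inconclusive means only one of the two criteria met; inactive means neither criterion met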;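 further: 0% = median of neutral control wells and 100% = no fluorescence left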
# Target sequence (P55212 24-179 limits assumed): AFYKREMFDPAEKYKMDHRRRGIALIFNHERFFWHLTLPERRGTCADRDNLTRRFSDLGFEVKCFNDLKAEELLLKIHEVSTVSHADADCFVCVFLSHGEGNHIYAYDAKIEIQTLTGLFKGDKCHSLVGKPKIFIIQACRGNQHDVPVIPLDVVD
# Target sequence (P55212 194-293 limits assumed): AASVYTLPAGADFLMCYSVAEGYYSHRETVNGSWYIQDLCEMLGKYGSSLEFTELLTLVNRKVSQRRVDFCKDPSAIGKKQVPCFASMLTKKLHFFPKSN
# RAD52 inh: blocks human RAD52 DNA annealing; P43351; recombinant RAD52 DNA annealing, FRET fluorescence; inhibition, % at 18.7 µM; hit rate 0.46% among 360,000; AID 651710;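 active means every replicate showing at least 50% inhibition; inconclusive means mean inhibition at least 50% but not in every replicate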
# DENV2 CPE: DENV2-induced cell death inhibition; DENV2-infected cells, cytopathic effect rescue, plate reader; CPE inhibition, % at 9.99 µM; AID 651640; hit rate 1.7% among 350,000; in the data active means CPE inhibition above about 20%, passing the limit was not always enough; inconclusive means no clear call, values can overlap the other calls; tested in BHK-21 cells;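 further: 0% = median of neutral control wells and 100% = median of positive control wells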
# E-selectin induc: induces E-selectin expression in human endothelial cells | HUVEC E-selectin immunofluorescence imaging; normalized: neutral wells 0, TNF-alpha wells 100 | activation, % at 7.58 µM | hit rate 0.37% among 260,000 | AID 686992;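 active means mean E-selectin-positive cell signal at least 10% of the positive control, reached in at least 60% of replicates, without over 20% cell loss; inconclusive means no rule given, readout overlaps actives, possibly toxicity-flagged; inactive means the rest, including those meeting only one limit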;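 further: in these data hits start at about 27%; measured in HUVEC primary endothelial cells; signal is the percent of cells scored E-selectin positive by PE staining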
#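 Assay system: HUVEC, human umbilical vein endothelial cells / Amount: 3,000 HUVEC/well / Controls: TNF-alpha positive control, DMSO neutral control / Compound dosing: single concentration / Medium: EGM-2 over gelatin coat / Evaluation: percent E-selectin-positive cells / Signal: immunofluorescence imaging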
# F508del corr: correctors of CFTR F508del function in bronchial epithelial cells; CFBE cells, YFP halide quenching; stimulated with forskolin plus potentiator P3; % fluorescence drop versus neutral controls; activity (quench increase), % at 7.58 µM; hit rate 0.36% among 350,000;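 active means mean added fluorescence quench of at least 8% versus neutral control, with both replicates also reaching 8%; inconclusive means only one of the mean or replicate conditions met; inactive means mean below 8% and not both replicates reaching 8%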;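 further: cells transiently co-express mutant CFTR-F508del with the halide-sensitive YFP; corrector assay measuring rescue of mutant channel to the surface after 24 h compound exposure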
# Xi reactivation: reactivates the inactive X chromosome in mouse fibroblasts; XiGFP mouse fibroblasts, % GFP-positive cells imaging, 3 d; cells co-treated with 5-aza-dC sensitizer; scaled so ellipticine positive control = 100%; activation, % at 7.58 µM; hit rate 0.055% among 360,000;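 active means mean normalized replicate activation at least 10% and every replicate at or above 10%; inconclusive means only one of the two criteria met; inactive means mean below 10% and not all replicates reach 10%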;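 further: 0% = median of on-plate neutral control wells and 100% = ellipticine 6 µM median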
#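 System: 68-5-11 XiGFP fibroblast line; Timing: 3 days compound exposure; Compound dosing: one concentration, pinned; Benchmarks: positive control ellipticine, 6 µM final; Buffer or medium: DMEM containing 5-aza-dC.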
# * = called active by the depositor; ? = inconclusive; · = no result given; & = joins results of further samples.
no.	Molecule	GSIS activator	RAD54 branch	CASP6 VEID inh	RAD52 inh	DENV2 CPE	E-selectin induc	F508del corr	Xi reactivation
1	COc1ccc(S(=O)(=O)Nc2ccc3c(c2)CC(=O)N([C@@H](C)CO)C[C@H](C)[C@H](CN(C)S(=O)(=O)c2ccc(OC)cc2)O3)cc1	-6	-3	1	-14	?	-0.6	0.4	-0.1
2	Clc1ncccc1-c1nc2ccccc2s1	3	·	0	-8	-2	·	-3.0	0.0
3	CS(=O)(=O)N1CC(=O)N2[C@H](CO)[C@@H](c3ccc(C#Cc4cccc(F)c4)cc3)[C@@H]2C1	4	·	-1	-6	-14	0.1	5.0	0.2
4	O=C(c1sc(N2CCOCC2)nc1-c1ccccc1)N1CCCCC1	0	·	1	-13	3	-0.2	·	0.0
5	CCOc1ccc(OCC)c(S(=O)(=O)NC2CC(C)(C)NC(C)(C)C2)c1	2	·	-2	-14	-5	·	4.6	0.0
6	CC(C)(C)c1ccc(S(=O)(=O)NCC(=O)N2CCN(Cc3ccccc3)CC2)cc1	-3	-5	-1	-11	-1	-0.1	0.3	0.0
7	COc1ccc(S(=O)(=O)Nc2ccc3c(c2)C(=O)N([C@H](C)CO)C[C@@H](C)[C@H](CN(C)S(=O)(=O)c2ccc(Cl)cc2)OCCCC[C@H](C)O3)cc1	5	-9	0	-11	3	0.2	-3.8	0.0
8	COc1ccc(N(CC(=O)NCc2ccc(Cl)cc2)S(=O)(=O)c2c(C)n[nH]c2C)cc1	-12	-5	3	-5	-1	·	1.7	0.0
9	CN1CCN(C(=O)c2ccc3c(c2)S(=O)(=O)c2ccccc2C3=O)CC1	·	1	2	-3	63*	0.0	-0.6	0.5
10	CCOC(=O)C1CCCN(Cc2nc(N)nc(Nc3ccccc3OC)n2)C1 (stereo not given)	16	-6	3	-159	-3	0.0	3.4	0.3
11	CCCNC(=O)Nc1ccc2c(c1)C(=O)N(C)C[C@@H](OC)[C@@H](C)CN(Cc1ccccc1)[C@H](C)CO2	-23	·	·	·	·	0.2	-1.3	0.5
12	O=[N+]([O-])c1ccccc1S(=O)(=O)Nc1ccc(-c2ccc(N3CCOCC3)nn2)cc1	71*	-2	2	-20	-4	·	-3.7	0.0
13	COCC#Cc1cnc2c(c1)C(=O)N([C@@H](C)CO)C[C@@H](C)[C@H](CN(C)C(=O)CN1CCOCC1)O2	-5	-9	-1	-2	4	0.3	-3.2	-1.0
14	COc1cccc(NC(=S)NC(=O)/C=C/c2ccco2)c1	-8	-17	9	-17	-11	0.4	3.5	0.2
15	COc1ccc(CNC(=O)CCCn2ncn3c(cc4occc43)c2=O)cc1	0	-3	5	-38	-7	·	1.0	0.1
16	CCOc1ncccc1C(=O)Nc1cc(C(F)(F)F)ccc1N1CCOCC1	-7	-8	-1	-15	1	·	0.0	0.0
17	N#C[C@@H]1N[C@H](CO)[C@H]1c1ccccc1	10	3	-1	-26	38*	-0.3	0.2	0.0
18	COc1cccc2sc(N(CCN(C)C)C(=O)/C=C/c3cccs3)nc12	-13	·	1	2	-2	·	5.7	0.0
19	COc1ccc(/C=N/NC(=O)c2ccccc2O)cc1Cn1cc([N+](=O)[O-])cn1	9	1	1	-20	5	2.9	1.1	0.0
20	O=C(N/C(=C/c1cccc([N+](=O)[O-])c1)C(=O)N1CCOCC1)c1ccccc1Br	·	-2	1	-12	-7	-0.2	-2.4	0.0
21	C[C@@H]1CN([C@@H](C)CO)C(=O)c2cc(-c3ccc(F)cc3)cnc2O[C@@H]1CN(C)C(=O)c1ccccc1F	10	-2	-2	14	13	-0.6	1.6	0.0
22	COc1ccc2c3c(n(C)c2c1)[C@H](CO)N(C(=O)Nc1ccc(F)cc1)CC31CCN(C(=O)Nc2ccc(F)cc2F)CC1	-7	·	·	·	-8	0.1	7.6	0.1
23	C[C@]12C(=O)N(c3ccc(F)cc3)C(=O)N1[C@H]1c3ccccc3OC[C@@H]1[C@H]2c1ccccc1	-3	-5	-1	-8	-4	0.0	1.1	-0.1
24	Cc1ccc(S(=O)(=O)N(C)C[C@@H]2OCc3cn(nn3)CCCC(=O)N([C@@H](C)CO)C[C@@H]2C)cc1	11	-5	4	-3	-2	-0.1	1.6	0.0
25	CO[C@@H]1CC[C@H]2CCOc3c(C#N)cccc3C(=O)N(C)C[C@@H](C)C(=O)N(C)C[C@H]1O2	14	6	1	13	4	0.0	0.2	0.0
26	CC(C)NC(=O)Nc1ccc2c(c1)CC(=O)N([C@H](C)CO)C[C@H](C)[C@@H](CN(C)Cc1ccncc1)O2	8	-8	2	-6	1	0.1	-0.4	0.9
27	CC(=O)Nc1ccc(NC(=O)CCC(=O)OCC(=O)c2ccc(F)cc2)cc1	15	8	5	1	-5	0.3	-3.3	-0.1
28	CC(C)[C@H](NC(=O)OCc1ccccc1)C(=O)OCC(=O)NC1(C#N)CCCC1	5	-5	6	-8	5	-0.9	0.0	0.3
29	O=C1c2ccccc2C(c2nnnn2-c2ccc3c(c2)OCCO3)N1Cc1cccs1 (stereo not given)	-7	·	0	-12	2	0.4	-0.2	-0.1
30	O=C1O[C@H](c2ccccc2)[C@H](c2ccccc2)N2[C@H]1[C@@H](C(=O)N1CCCCCCC1)[C@]1(C(=O)Nc3ccc(C#CC4=CCCCC4)cc31)[C@H]2c1ccc(O)cc1	·	-10	1	-14	-3	·	-2.6	·
31	CCCC#Cc1ccc([C@@H]2[C@H]3CN(S(=O)(=O)c4ccccc4F)CCCCN3[C@H]2CO)cc1	-2	-22	·	·	·	-0.7	-1.0	0.0
32	Cc1[nH]c2ccccc2c1C(=O)C(=O)NCCCn1ccnc1	12	·	3	-10	-5	0.0	0.5	-0.1
33	CN(C)CC(=O)Nc1ccc2c(c1)[C@H]1C[C@@H](CC(=O)NCc3ccccc3)O[C@@H](CO)[C@H]1O2	17	0	-2	7	-12	0.0	-4.2	0.4
34	O=C(COc1ccccc1[N+](=O)[O-])N/N=C/c1ccncc1	12	-7	0	1	-4	·	0.6	0.2
35	Cc1noc(C)c1NC(=O)Nc1ccc2c(c1)CC(=O)N([C@H](C)CO)C[C@@H](C)[C@H](CN(C)Cc1ccc(-c3ccccc3)cc1)O2	-8	·	-1	-3	9	-0.5	1.5	-0.3
36	COc1cccc(-c2ccc([C@H]3[C@@H](CO)N(C(=O)Cc4ccncc4)[C@H]3C#N)cc2)c1	-19	-2	4	29	11	0.3	-2.6	-0.1
37	CCN(CC)C(=O)CSc1n[nH]c(=S)n1N	0	-1	3	-21	3	4.4	0.4	0.3
38	O=C(CCS(=O)(=O)c1ccccc1Cl)NCCC1=CCCCC1	·	1	1	-13	5	-0.7	-1.7	0.1
39	COc1cccc(CNC(=O)CSCC(=O)Nc2cc(C)on2)c1	1	1	5	-12	5	·	-2.6	0.0
40	CCc1nc2ccc(C(=O)NCCc3ccc(OC)c(OC)c3)cc2nc1CC	39	-13	-1	-21	2	-0.4	1.3	0.0

# 5 compounds out of the list, arranged by heavy-atom count, smallest number first:
no.	Molecule	GSIS activator	RAD54 branch	CASP6 VEID inh	RAD52 inh	DENV2 CPE	E-selectin induc	F508del corr	Xi reactivation
34	O=C(COc1ccccc1[N+](=O)[O-])N/N=C/c1ccncc1	12	-7	0	1	-4	·	0.6	0.2
39	COc1cccc(CNC(=O)CSCC(=O)Nc2cc(C)on2)c1	1	1	5	-12	5	·	-2.6	0.0
40	CCc1nc2ccc(C(=O)NCCc3ccc(OC)c(OC)c3)cc2nc1CC	39	-13	-1	-21	2	-0.4	1.3	0.0
36	COc1cccc(-c2ccc([C@H]3[C@@H](CO)N(C(=O)Cc4ccncc4)[C@H]3C#N)cc2)c1	-19	-2	4	29	11	0.3	-2.6	-0.1
33	CN(C)CC(=O)Nc1ccc2c(c1)[C@H]1C[C@@H](CC(=O)NCc3ccccc3)O[C@@H](CO)[C@H]1O2	17	0	-2	7	-12	0.0	-4.2	0.4

# The list continues:
no.	Molecule	GSIS activator	RAD54 branch	CASP6 VEID inh	RAD52 inh	DENV2 CPE	E-selectin induc	F508del corr	Xi reactivation
41	CCN(CC)CCNC(=O)C(C)c1nn(CC)c(=O)c2ccccc12 (stereo not given)	19	·	2	-4	1	·	0.8	·
42	O=C(NCc1nc2ccccc2[nH]1)C1=C[C@H](c2coc3ccccc3c2=O)C[C@H](OCCCCO)O1	10	2	-2	22	-5	0.7	0.4&0.6	0.6
43	CCc1nnc(NC(=O)[C@@H](NC(=O)c2ccc(C(C)(C)C)cc2)C(C)C)s1	0	-3	1	2	-4	0.3	·	0.2
44	Cc1cc([N+](=O)[O-])c(=O)[nH]c1C	2	-1	1	-10	-1	-0.1	1.3	0.2
45	COc1ccc(S(=O)(=O)N(C)C2CCS(=O)(=O)C2)cc1OC (stereo not given)	13	3	14	-13	·	·	·	·
46	CO[C@H]1CN(C)C(=O)c2ccc(NC(C)=O)cc2OC[C@H](C)N(C(=O)c2ccncc2)C[C@H]1C	-5	-1	·	5	-4	-0.1	1.8	0.0
47	CCCCN1CC(=O)N2Cc3[nH]c4ccccc4c3C[C@H]2C1=O	-2	-2	5	-15	15	·	0.9	0.1
48	C[C@@H]1CN([C@@H](C)CO)C(=O)Cc2cc(NC(=O)Cn3cnnn3)ccc2O[C@H]1CN(C)S(=O)(=O)c1cn(C)cn1	20	-1	1	-7	-2	-11	1.3	0.1
49	COc1ccccc1C(=O)NCCC(=O)N1CCCC(C(F)(F)F)C1 (stereo not given)	3	5	-31	-7	-11	-0.4	2.2	0.5
50	O=C(OCC(=O)C12CC3CC(CC(C3)C1)C2)c1ccccc1O	-3	12	-2	-6	9	0.1	2.3	0.0
51	O=C(NCCCc1ccccc1)Nc1cccc(Cl)c1	-10	2	-3	-7	11	·	·	0.2
52	Cc1ccccc1OCCC(=O)N1CCN(S(=O)(=O)c2ccc(Cl)cc2)CC1	-27	11	-21	2	1	-5.4	-0.6	-0.2
53	Cc1ccc(NS(=O)(=O)c2c(C)[nH]c(C)c2C(=O)N2CCCCC2)c(C)c1	1	15	3	4	-7	14	-0.7	0.0
54	Cc1nc(NC(=O)CSc2nnc(C3CC3)n2C)sc1C(=O)N(C)C	1	-3	-2	-4	18	-0.1	-6.1	0.0
55	COc1ccc(C(=O)NC(=S)Nc2ccc3oc(=O)ccc3c2)cc1	·	-7	0	-15	0	·	0.2	0.1
56	COc1ccc(N2CCN(C(=O)c3cccc4nc(C)oc34)CC2)cc1	-5	3	13	-17	-13	3.3	2.3	-0.1
57	Brc1cccc2sc(N3CCN(c4ccccc4)CC3)nc12	4	·	2	-8	7	0.3	-1.1	-0.1
58	O=C1C=CC(=O)N1c1cccc2cccnc12	-3	0	29	-53	10	-0.5	3.1	0.0
59	Nn1c(SCCOc2ccc(Cl)cc2)nnc1-c1cccnc1	·	·	-3	-4	-2	0.6	-1.9	0.0
60	CCOc1ccccc1NC(=O)Nc1ccc(Cl)cc1	-37	4	1	-3	3	-0.2	·	-0.1
61	O=C(C1CCC1)N1CC[C@@H]2[C@@H](CO)Nc3ccc(C#Cc4ccc(F)cc4)cc3[C@@H]21	-5	·	1	-18	15	38*	4.2	0.1

# High-throughput results from PubChem BioAssay.
